High-throughput results from PubChem BioAssay.
12-LOX inh = blocks human arachidonate 12S-lipoxygenase; P18054; purified 12hLO, xylenol orange hydroperoxide absorbance; Potency, µM (highest dose often 108 µM), inactives show at the highest dose activity change, negative = inhibition, most hits filed as inhibitors; hit rate 1.1% among 580,000; AID 1671190; note: potency is the fitted concentration of half-maximal effect; % is set by controls: 0 for no effect and ±100 for the full control effect
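Purified human 12hLO (150 nM final) in 25 mM Hepes, 0.01% Triton X-100, pH 7.0 was preincubated 15 min at room temperature with compound. Then 40 uM arachidonic acid was added, 30 min. Hydroperoxide was read by Fe-XO absorbance ratio 573/405 nm.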
POLH inh = DNA polymerase eta (human) inhibition | Q9Y253 | recombinant Pol eta, fluorescent DNA replication assay | Potency, µM (highest dose often 114 µM), for the others: at the highest dose activity change, negative = inhibition, usual class: inhibitors | hit rate 1.2% among 390,000 | AID 588591; note: potency is the fitted concentration of half-maximal effect; % is set by controls: 0 for no effect and ±100 for the full control effect
Target sequence (Q9Y253 whole entry, looked up): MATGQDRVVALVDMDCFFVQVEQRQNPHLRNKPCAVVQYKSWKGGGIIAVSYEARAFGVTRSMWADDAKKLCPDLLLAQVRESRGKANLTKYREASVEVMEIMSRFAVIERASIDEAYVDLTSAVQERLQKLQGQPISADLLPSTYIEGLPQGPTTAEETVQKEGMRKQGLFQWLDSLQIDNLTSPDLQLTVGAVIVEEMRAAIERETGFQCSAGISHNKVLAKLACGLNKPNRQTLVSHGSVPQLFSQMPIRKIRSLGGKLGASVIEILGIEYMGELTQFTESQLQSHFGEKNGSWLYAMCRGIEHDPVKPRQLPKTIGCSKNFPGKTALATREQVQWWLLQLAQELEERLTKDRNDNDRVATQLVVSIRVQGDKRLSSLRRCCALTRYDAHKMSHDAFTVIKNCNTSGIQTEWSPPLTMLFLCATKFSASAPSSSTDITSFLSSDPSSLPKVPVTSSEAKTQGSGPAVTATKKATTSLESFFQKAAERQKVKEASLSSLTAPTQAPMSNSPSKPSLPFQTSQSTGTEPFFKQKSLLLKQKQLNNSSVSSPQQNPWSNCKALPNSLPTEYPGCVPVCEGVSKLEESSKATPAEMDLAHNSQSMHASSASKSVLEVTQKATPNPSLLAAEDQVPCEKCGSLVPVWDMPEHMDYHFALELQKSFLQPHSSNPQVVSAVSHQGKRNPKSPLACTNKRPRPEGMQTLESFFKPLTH
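Pol eta (10 nM) was preincubated with compounds for 15 min at room temperature, after which fluorescent replication substrate (50 nM final) was added to start the reaction. Fluorescence was read kinetically at 0 and 10 min.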
POLK inh = DNA polymerase kappa (human) inhibition | hit rate 0.53% among 400,000 | Potency, µM (titrated, usually from 107 µM), inactives show at the highest dose activity, negative = inhibition, most hits filed as inhibitors | AID 588579 | purified Pol kappa, fluorescent DNA synthesis assay, 10 min; note: potency is the fitted concentration of half-maximal effect; % is set by controls: 0 for no effect and ±100 for the full control effect
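Kinetic fluorescence screen: compound preincubated 15 min RT with 10 nM enzyme; 50 nM substrate (final) initiates; reads at 0/10 min.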
LDHA inh = blocks human lactate dehydrogenase A; P00338; purified LDHA, NADH/diaphorase-resazurin fluorescence; hits give low values; activity change, % (values are at about 110 or 230 µM); hit rate 0.15% among 480,000; AID 1347041; in the data active = activity change below about -30%; inconclusive = mostly about -25% to -30%;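 note: plate controls were DMSO wells for no effect and wells without enzyme for full effect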
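Human LDH5 (2 nM) was incubated with 0.06 mM NADH and 0.2 mM pyruvate for 5 min at room temperature in Tris pH 7.4. Remaining NADH was coupled through diaphorase/resazurin, and resorufin fluorescence was read at 0 and 20 min.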
RGS4 inhibitor = blocks human RGS4-accelerated GTP hydrolysis | P49798 | Transcreener GDP fluorescence polarization, RGS4-accelerated GTP hydrolysis | Potency, µM (series often up to 114 µM), for the others: top-dose activity change, negative = inhibition, actives largely listed as inhibitors | hit rate 0.039% among 390,000; note: potency is the fitted concentration of half-maximal effect; % is set by controls: 0 for no effect and ±100 for the full control effect; nearly all actives have a fitted effect of over 75% in size; some results filed as inactive show a strong effect at the top dose
Target sequence (P49798 whole entry, looked up): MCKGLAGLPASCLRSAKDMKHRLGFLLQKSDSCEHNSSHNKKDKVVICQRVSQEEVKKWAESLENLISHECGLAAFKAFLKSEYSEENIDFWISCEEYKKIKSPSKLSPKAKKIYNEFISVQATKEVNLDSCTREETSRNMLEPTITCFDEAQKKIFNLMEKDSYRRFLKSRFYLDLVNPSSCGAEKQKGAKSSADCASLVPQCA
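MLSMR compounds (23 nl, pin-transferred) preincubated 10 min at room temperature with a 500nM (2x) first reagent, then RGS4 at 900nM (2x) plus Transcreener GDP mix added; fluorescence polarization (620/688 nm) read before and after 90 min at 30 °C.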
APE1 inh = blocks human APE1 abasic DNA cleavage | P27695 | recombinant APE1, TAMRA/BHQ-2 abasic DNA cleavage fluorescence | Potency, µM (titrated, usually from 65.8 µM), for inactives: top-dose activity change, negative = inhibition, most hits filed as inhibitors | hit rate 0.35% among 350,000;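 note: potency is the fitted concentration of half-maximal effect; plate controls were vehicle for no effect and reference inhibitor for full effect; nearly all actives have a fitted effect of over 55% in size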
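0.75 nM APE1 + cpd, 15 min RT; start w/ 50 nM TAMRA/BHQ-2 THF-abasic dsDNA; kinetic fluor 525/598 nm ×3 reads @60 s; Δ(read3−read1); normalized to DMSO and NSC13755 control wells.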
Anesthetic bind = candidate novel general anesthetic via apoferritin binding. apoferritin/1-aminoanthracene competitive binding, fluorescence. Potency, µM (titrated, usually from 77.5 µM), for inactives: top-dose activity change, negative = displacement, most hits filed as inhibitors. hit rate 0.074% among 350,000. AID 485281; note: potency is the fitted concentration of half-maximal effect; % is set by controls: 0 for no effect and ±100 for the full control effect; nearly all actives have a fitted effect of over 20% in size
Target sequence (P02791 2-175 limits assumed): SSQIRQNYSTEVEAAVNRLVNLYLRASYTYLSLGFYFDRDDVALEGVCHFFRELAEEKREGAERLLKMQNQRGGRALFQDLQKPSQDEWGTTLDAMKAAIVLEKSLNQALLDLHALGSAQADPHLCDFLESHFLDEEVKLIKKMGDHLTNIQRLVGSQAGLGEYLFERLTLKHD
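Probe: 1-aminoanthracene (50% saturated, PBS). Protein: horse-spleen apoferritin, 10 uM. Incubation: 10 min, room temperature. Detection: 380 nm excitation, 535 nm emission. Analysis: normalized response, four-parameter Hill.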
ERG Ets-DNA blk = blocks human ERG Ets domain binding to DNA. fluorescence polarization, His-ERG Ets domain / labelled DNA. Potency, µM (doses to about 76.9 µM), inactives show at the top dose FP activity, negative = inhibition, most hits filed as inhibitors. hit rate 0.028% among 370,000; active = well fitted inhibition curve with a large enough effect in the polarisation, with a control signal flat; inconclusive = small, poorly fitted or top-dose-only effect, or effect the other way, or a change in a side signal; inactive = no such curve, though single readings can be large or run the other way; the % refers to the polarisation;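 note: polarization taken with two DNA probes labelled with fluorescein and Texas red; potency is the fitted concentration of half-maximal effect; % of control where 0% means no effect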
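His-tagged ERG Ets domain (1 uM in the protein solution; 300mM KCl, 50mM Tris-HCl, 1mM EDTA, 1mM DTT, pH 7.5) received compound, then a probe mix of 5 nM fluorescein-DNA and 100nM Texas-615-DNA. Fluorescence polarization was read for both dyes.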
POLB inh = inhibitors of human DNA polymerase beta; P06746; Pol beta primer extension/strand displacement, fluorescence kinetic; Potency, µM (titrated, usually from 114 µM), inactives show top-dose activity change, negative = inhibition, hits mostly inhibitors; hit rate 1.3% among 340,000; AID 485314; note: potency is the fitted concentration of half-maximal effect; % is set by controls: 0 for no effect and ±100 for the full control effect
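Curves were derived by four-parameter Hill fits of normalized qHTS data. The kinetic fluorescent primer-extension read was taken at 0 and 10 min after 50 nM substrate, following a 15 min room-temperature preincubation of 10 nM enzyme with compounds.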
* hit, by the source's call; ? = inconclusive; nt = not tested or not shown; [ ] = remark or other dose. Unless noted, calls come from the whole dose curve; as a rule, active = well fitted curve in the direction sought with a large enough effect; inconclusive = small, poorly fitted or top-dose-only effect, or another doubt; inactive = no such curve, though single readings can be large; an effect the other way counts as inactive or inconclusive. An excerpt, so the mix of outcomes need not match the whole.

SMILES	12-LOX inh	POLH inh	POLK inh	LDHA inh	RGS4 inhibitor	APE1 inh	Anesthetic bind	ERG Ets-DNA blk	POLB inh
CCCCC(Sc1nc(N)c(NC(=O)c2ccc(OC)cc2)c(=O)[nH]1)C(=O)O (centres undefined)	-9%	-4%	-7%	-16	15%	-5%	5%	2%	-2%
Cc1ccc(C(C)C)c(OCCSc2nc(-c3cccs3)nc3cc(=O)[nH]n23)c1	1%	?	-20%	6	23%	nt	-8%	6%	?
CCCC(=O)Nc1ccc(-c2csc(NNC(C)=O)n2)cc1	?	12%	-13%	0	10%	14%	-24%	3%	-2%
CCCCn1c(N)c(N(CC(C)C)C(=O)c2ccc(N3C(=O)CCC3=O)cc2)c(=O)[nH]c1=O	-3%	-6%	-5%	-9	28%	5%	nt	-1%	nt
C[C@H](CO)N1C[C@H](C)[C@@H](CN(C)Cc2ccc(Cl)c(Cl)c2)Oc2c(NS(=O)(=O)c3ccc(F)cc3)cccc2C1=O	-14%	-21%	2%	5	-28%	-8%	nt	-18%	nt
O=C1c2ccccc2C2(c3ccccc3)NCCCN12 (centres undefined)	-14%	-14%	3%	-4	5%	-2%	-1%	-3%	1%
CC(C)N(Cc1ccccc1)C(=O)CN1c2cccc3cccc(c23)S1(=O)=O	-5%	?	-8%	7	-9%	21%	nt	4%	nt
Cc1cc(C(=O)NC2CC(C)(C)Cc3c2cnn3-c2ccc(F)cc2)nn1C (centres undefined)	12%	-4%	-12%	1	-25%[56.9 µM]	31%	-10%	3%	-8%
Cc1ccc(S(=O)(=O)N(C)CC(=O)N2CC(C)OC(C)C2)cc1 (centres undefined)	3%	-21%	-3%	-4	8%	3%	2%	-1%	24%
COc1ccc(C(C(=O)NC2CCCCC2)N(C(=O)CCl)c2ccccc2Cl)cc1 (centres undefined)	-13%	-13%	-15%	-6	-6%	8%	-7%	6%	14%
Cc1ccc(NC(=O)CSc2nnc(C3CC3)n2CC2CCCO2)cc1C (centres undefined)	-3%	-13%	2%	-3	-13%	3%	3%	0%	43%
CCS(=O)(=O)c1c(S(=O)(=O)CC)c2ccccn2c1C(N)=O	1%	-12%	-15%	0	-12%[56.9 µM]	0%	2%	-18%	-1%
CN1CCN(NC(=O)CC(C)(C)C)CC1	-2%	-17%	3%	-1	16%	15%	-7%	3%	-1%
O=C(Nc1cccnc1)c1noc2c1CCCCC2	2%	6%	-4%	-4	-32%	0%	1%	1%	6%
CC1CCN(S(=O)(=O)N2CCN(C(=O)c3ccc4c(c3)OCO4)CC2)CC1	-1%	-9%	3%	-11	-6%	20%	5%	2%	22%
COc1ccc(CCN2C(=O)C3CC=C(C)CC3C2=O)cc1OC (centres undefined)	1%	-13%	7%	0	-22%	-8%	-10%	-2%	-18%
NC(=O)c1ccc(NC(=O)CC23CC4CC(CC(Br)(C4)C2)C3)cc1	-9%	1%	-7%	-2	8%	7%	-7%	8%	29%
COc1cc(OC)c(NC(=O)Nc2ccccc2OCc2cc(=O)n3cc(C)ccc3n2)cc1Cl	-6%	-21%	-12%[60.1 µM]	4	6%	nt	8%	2%	6%
Cc1ccc2[nH]c(C)cc(=S)c2c1	-21%	-21%	0%	0	-19%	8%	-6%	-7%	24%
Cc1csc(SC(C)C(=O)Nc2ccc(F)cc2Cl)n1 (centres undefined)	-14%	-20%	2%	-1	-2%	-2%	nt	-6%	nt
CC(SC(C)C(=O)NN=Cc1c[nH]c2ccccc12)C(=O)NN=Cc1c[nH]c2ccccc12 (centres undefined)	14%	-14%	-4%	-9	1%	nt	nt	17%	nt
Cc1cccc(C2=N/C(=C/c3cccs3)C(=O)O2)c1	-2%	-2%	-5%	-7	3%	10%	-8%	1%	-1%
CCOC(=O)C1CCCN(CCC(=O)Nc2ccc(C)c(C)c2)C1 (centres undefined)	1%	-14%	3%	-5	1%	0%	-9%	4%	0%
NC(=O)COC(=O)c1ccccc1OCc1ccccc1Cl	-7%	-3%	-7%	-9	21%	0%	-12%	3%	-7%
CC(=O)c1cccc(NC(=S)NC(=O)c2cccc(Cl)c2)c1	-20%	-19%	-6%	-9	-30%	-3%	-15%	-1%	11%

Further entries:
SMILES	12-LOX inh	POLH inh	POLK inh	LDHA inh	RGS4 inhibitor	APE1 inh	Anesthetic bind	ERG Ets-DNA blk	POLB inh
Clc1ccc(Cl)c(OCCCCNCc2ccccc2)c1	?	-9%	-16%	-17	6%	-1%	-16%	5%	0%
O=C(CSc1nc2ccccc2nc1Cc1ccccc1)NCc1ccccc1Cl	-16%	-5%	-4%[60.1 µM]	0	4%	nt	-5%	1%	3%
O=S(=O)(NCc1ccccc1)NCc1cccc(C(F)(F)F)c1	0%	-20%	-1%	-5	-6%	-2%	-3%	-10%	-8%
O=[N+]([O-])c1ccc(O)c(C2=NNC(c3ccccc3F)C2)c1 (centres undefined)	62%[activator]	-4%	-2%	1	-44%	-2%	-10%	23%	7%
CCOc1cc(N2CCOCC2)c(OCC)cc1NC(=O)COC(=O)c1cc(C)oc1C	-1%	-1%	-5%	1	-1%	-1%	-8%	-2%	14%
Cc1ccccc1CN1CCC(Oc2ccc(C(=O)N3CCCC3)cc2)CC1	1%	-22%	-8%	-2	-7%	-12%	-2%	-1%	2%
COc1ccccc1NC(=O)CSc1nnc(Cn2nnc(-c3ccccc3)n2)n1-c1ccccc1	0%	4%	-18%	-4	23%	4%	-7%	-13%	10%
Cc1nnc(SCC(=O)Nc2cc(C(F)(F)F)ccc2Cl)n1C	0%	-1%	2%	0	14%	51%	-9%	6%	-4%
Cc1cc(SCC(=O)c2cccs2)nc2ccccc12	2%	-19%	-5%	-4	-24%	17%	-1%	30%	0%
CCNC(=S)N1CCN(c2nc(-c3cccc(OC)c3)cs2)CC1	5%	-15%	-6%	-7	20%	-3%	-4%	3%	-1%
Nc1nnc(SCC(=O)c2ccccc2)s1	-1%	4%	0%	-5	16%	4%	?	-1%	-1%
Cc1cccc(OC(=O)CN2C(=O)C3C4CCC(C4)C3C2=O)c1C (centres undefined)	-5%	-14%	-1%	-4	7%	-7%	?	-3%	-14%
NS(=O)(=O)c1ccc(CCNC(=O)c2cnccn2)cc1	-6%	-9%	3%	-2	-23%	12%	4%	-5%	10%
CC(C)(C)c1ccc(OCc2nnc(SCC(N)=O)n2N)cc1	4%	-15%	-4%	2	-19%	0%	-16%	-1%	3%
Cc1c(NC(=O)C(C)OC(=O)c2cc(-c3cccc4ccccc34)nc3ccccc23)c(=O)n(-c2ccccc2)n1C (centres undefined)	6%	-14%	-13%	-4	-9%	-5%	-11%	-5%	7%
CCOC(=O)CN(Cc1ccccc1)C(C(=O)NC1CCCCC1)c1ccc(C)cc1 (centres undefined)	-23%	-15%	-11%	-2	13%	nt	58%[activator]	-2%	5%
COc1ccc(C2(OC)Oc3cc(OC)ccc3C(=O)C2(O)OC)cc1 (centres undefined)	0%	-22%	-12%	-1	-3%	nt	nt	-2%	nt
O=C(CSc1nnc2scc(-c3ccccc3)n12)NCc1ccc2c(c1)OCO2	0%	0%	-26%	-3	18%	-1%	-6%	-2%	-12%
COC(=O)c1c(NC(=O)Cc2ccc(OC)c(S(=O)(=O)N3CCOCC3)c2)sc(C)c1C	7%	-27%	-7%	-2	-26%	-2%	nt	-2%	nt
O=C1C2C3C=CC(C2C(=O)N1C1CCCCC1)C1C2C(=O)N(C4CCCCC4)C(=O)C2C31 (centres undefined)	-3%	-12%	-5%	-3	0%	5%	-8%	-8%	22%
Cc1cc(C(F)(F)F)nc(SCC(=O)c2cccc([N+](=O)[O-])c2)n1	-21%	-8%	-17%	0	11%	?	?	-1%	9%
O=C(Nc1cc(C(F)(F)F)ccc1N1CCOCC1)c1cnccn1	-1%	4%	-10%	-6	5%	17%	-8%	11%	2%
CCOC(=O)CSc1nc2ccc(C)cc2[nH]1	?	-4%	-6%	-5	-40%	0%	2%	4%	1%
Cc1ccc(Cn2c(=O)c3ccccc3n3c(CCC(=O)NCCN4CCOCC4)nnc23)cc1	nt	-1%	-14%	-3	16%	12%	-4%	-1%	29%
Cc1ccc(OCCOCCN(C)C)c(Cl)c1	-18%	-8%	-14%	-10	-5%	-4%	-3%	-11%	39%
O=C(N1CCCC1)C12CC3CC(CC(Cl)(C3)C1)C2	-41%	-16%	-9%	0	-46%	41%	-23%	-5%	-11%
O=C(Nc1ccc(Oc2ncnc3cc(Cl)ccc23)nc1)Nc1cccc(C(F)(F)F)c1	8%	-4%	4%	-3	-9%	-6%	3%	0%	-24%

Complete entries from above. Screens in order: 12-LOX inh | POLH inh | POLK inh | LDHA inh | RGS4 inhibitor | APE1 inh | Anesthetic bind | ERG Ets-DNA blk | POLB inh
`Cc1ccccc1CN1CCC(Oc2ccc(C(=O)N3CCCC3)cc2)CC1` as listed: 1% | -22% | -8% | -2 | -7% | -12% | -2% | -1% | 2%
`C[C@H](CO)N1C[C@H](C)[C@@H](CN(C)Cc2ccc(Cl)c(Cl)c2)Oc2c(NS(=O)(=O)c3ccc(F)cc3)cccc2C1=O` as listed: -14% | -21% | 2% | 5 | -28% | -8% | nt | -18% | nt
`O=[N+]([O-])c1ccc(O)c(C2=NNC(c3ccccc3F)C2)c1` (centres undefined) as listed: 62%[activator] | -4% | -2% | 1 | -44% | -2% | -10% | 23% | 7%
`CCOC(=O)C1CCCN(CCC(=O)Nc2ccc(C)c(C)c2)C1` (centres undefined) as listed: 1% | -14% | 3% | -5 | 1% | 0% | -9% | 4% | 0%
